Bioassay records as filed in PubChem.
MEKK2 mut-MEK5 – MEK5 binding signal on mutant MEKK2 PB1, primary screen, biochemical, multiplex bead flow cytometry, Alexa488-MEK5. Alexa488-MEK5 binding to MEKK2 mutant. percent response, % at 10 µM. hit rate 0.35% among 290,000. AID 1530, 2009; in the data active = percent response above about 24%, passing the limit was not always enough; also: inactives centre near 1; some results filed as inactive read as strong as hits; reference of the scale not given here
GPR7 antagonist – GPR7 receptor antagonists, primary screen, cell-based, fluorescence, single concentration | hit rate 1.1% among 290,000 | Neuropeptides B/W receptor type 1 (Homo sapiens), P48145 | inhibition, % at 4.4 µM | GPR7-expressing cells, fluorescence antagonist assay | AID 1861, 2009; in the data active = inhibition above about 16%, passing the limit was not always enough;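 also: cells stimulated with the agonist NPW; 0% = agonist with vehicle and 100% = vehicle without agonist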
NALP1 inh – NALP1 inflammasome inhibitors in reconstituted yeast, colorimetric, S. cerevisiae, triplicate retest. hit rate 0.61% among 280,000. AID 2071, 2009. S. cerevisiae NALP1/ASC/caspase-1 growth, X-gal OD620, 72 h. inhibition, % at 10 µM; in the data active = inhibition mostly above about 24%, no sharp cut-off; inactive = mostly below about 32%; also: some compounds called inactive have numbers as strong as hits
V1aR counter – agonists of human V1a receptor, primary screen, counter-screen for OXTR agonist project, fluorescence, CHO-V1R cells | Vasopressin V1a receptor (Homo sapiens), P37288 | Fluo-8 calcium fluorescence, agonist mode; 0% DMSO, 100% 3 nM vasopressin | activation, % at 3 µM | hit rate 0.25% among 320,000 | AID 2797, 2010;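 active = activation above the mean activation of all tested compounds plus 3 SD, per screening run, cut at about 20% in these data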;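 also: signal is peak over basal fluorescence ratio across a 100 second FLIPR read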
MEKK2 WT-MEK5 – modulators of MEK5 binding to wildtype MEKK2, primary screen, biochemical, multiplex bead flow cytometry, Alexa488-MEK5; Mitogen-activated protein kinase kinase kinase 2 (Homo sapiens), Q9Y2U5; Alexa488-MEK5 binding to MEKK2 WT; actives lie on both sides; binding response (% of control), % at 10 µM; hit rate 1.1% among 290,000; AID 1531, 2009; in the data active = binding response below about 67% or above about 130%
OXTR agonist – human OXTR agonists, primary screen, fluorescence, CHO-OTR cells, Fluo-8 calcium. Oxytocin receptor (Homo sapiens), P30559. Fluo-8 calcium fluorescence; normalized: DMSO 0%, oxytocin 100%. activation, % at 3 µM. hit rate 0.32% among 320,000;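 active = activation above the mean of all tested compounds plus 3 SD, cutoff set per screening run, cut at about 20% in these data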;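 also: peak over basal fluorescence ratio from a 100 s FLIPR kinetic read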
Target sequence (P30559 whole entry, looked up): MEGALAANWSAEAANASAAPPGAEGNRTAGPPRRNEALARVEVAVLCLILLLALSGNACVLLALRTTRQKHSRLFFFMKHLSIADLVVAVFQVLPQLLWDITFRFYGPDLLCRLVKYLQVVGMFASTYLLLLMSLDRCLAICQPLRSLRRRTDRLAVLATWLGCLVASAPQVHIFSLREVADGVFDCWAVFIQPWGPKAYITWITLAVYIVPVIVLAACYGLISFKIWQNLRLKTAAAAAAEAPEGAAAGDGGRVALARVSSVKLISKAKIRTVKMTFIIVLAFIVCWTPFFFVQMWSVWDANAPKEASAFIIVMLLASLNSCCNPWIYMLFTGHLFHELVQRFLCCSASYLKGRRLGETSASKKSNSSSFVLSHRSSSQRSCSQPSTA
GalR3 antag – GalR3 antagonists in HEK293 cells, primary screen, cell-based, fluorescence readout. AID 651719, 2012. HEK293 GalR3-CNG cAMP membrane potential fluorescence; galR3 body fused to GalR1 C-terminus. inhibition, % at 3 µM. hit rate 0.44% among 360,000;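 active = inhibition above the screen-wide average plus 3 SD, cut at about 13% in these data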;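 also: forskolin and galanin both at EC90 stimulate the cells; cAMP rise reported by CNG channel membrane potential dye signal; 0% = forskolin plus galanin with DMSO and 100% = forskolin alone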
MEKK3 PB1 HTS – modulators of MEKK3-MEK5 PB1 binding, primary screen, biochemical, wildtype MEKK3, multiplex bead flow cytometry, Alexa488-MEK5; Mitogen-activated protein kinase kinase kinase 3 (Homo sapiens), Q99759; bead-based flow cytometry, Alexa488-MEK5 binding to MEKK3; actives lie on both sides; 0 = blocked by unlabeled MEK5, 100 = vehicle; binding response (% of control), % at 10 µM; hit rate 1.4% among 290,000; AID 1529, 2009;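 active = binding response more than 3 SD above or below the average of its plate-row segment, actives on both sides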;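 also: Alexa488 bead fluorescence after subtracting the streptavidin-only scavenger bead signal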
Target sequence (Q99759 whole entry, looked up): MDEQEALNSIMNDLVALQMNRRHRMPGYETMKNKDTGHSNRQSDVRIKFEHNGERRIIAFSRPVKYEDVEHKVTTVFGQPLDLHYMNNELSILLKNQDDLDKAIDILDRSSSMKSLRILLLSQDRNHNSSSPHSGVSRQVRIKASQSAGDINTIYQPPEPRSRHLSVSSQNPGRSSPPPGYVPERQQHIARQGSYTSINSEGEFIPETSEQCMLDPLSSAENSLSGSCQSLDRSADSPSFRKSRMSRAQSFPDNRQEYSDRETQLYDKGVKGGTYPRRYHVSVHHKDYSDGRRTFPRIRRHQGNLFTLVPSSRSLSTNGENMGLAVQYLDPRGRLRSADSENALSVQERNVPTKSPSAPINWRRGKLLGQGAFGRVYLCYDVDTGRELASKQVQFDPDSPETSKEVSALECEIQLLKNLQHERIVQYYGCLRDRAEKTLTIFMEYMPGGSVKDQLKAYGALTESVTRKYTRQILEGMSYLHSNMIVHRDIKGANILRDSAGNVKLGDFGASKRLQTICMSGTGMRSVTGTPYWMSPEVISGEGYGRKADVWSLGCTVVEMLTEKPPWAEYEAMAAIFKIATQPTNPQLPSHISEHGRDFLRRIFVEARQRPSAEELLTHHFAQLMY
PHOSPHO1 inh – PubChem AID 1565; recombinant PHOSPHO1, absorbance phosphatase assay; Phosphoethanolamine/phosphocholine phosphatase (Homo sapiens), Q8TCT1; inhibition, % at 13.3 µM; hit rate 1.1% among 290,000; in the data active = inhibition above about 60%
* hit, by the source's call; · = not tested or not shown. This is a random part of the collection. Share with any hit: about 5.4%.

SMILES	MEKK2 mut-MEK5	GPR7 antagonist	NALP1 inh	V1aR counter	MEKK2 WT-MEK5	OXTR agonist	GalR3 antag	MEKK3 PB1 HTS	PHOSPHO1 inh
CN(C)c1cccc(C(=O)OC(C(=O)Nc2ccc(Cl)cc2C(F)(F)F)c2ccccc2)c1 (configuration not stated)	2.0	-5.7	24.1	-2.1	102.0	-0.8	4.2	98.0	-21.2
CC(=O)N1CCc2cc(S(=O)(=O)Nc3cccc(C(F)(F)F)c3)ccc21	-2.0	5.1	1.1	8.8	98.0	13.2	-10.6	101.0	-6.8
Cc1ccc(/C=C/C(=O)NC(=S)N2CCN(C)CC2)cc1	8.0	-9.5	-7.0	-1.2	126.0	-1.2	-4.3	110.0	-6.8
CCOC(=O)CSc1nc2ccc(NC(=O)CSc3nnnn3Cc3ccccc3)cc2s1	-4.0	0.6	-8.1	0.9	98.0	0.0	-10.6	111.0	0.5
O=C(CCCN1C(=O)c2cccc3cccc(c23)C1=O)N1CCN(c2ccccc2)CC1	13.0	-5.0	3.1	-0.2	108.0	-3.2	-2.9	101.0	-20.6
COc1cc(/C=N/Nc2ccc(C(F)(F)F)cn2)cc(OC)c1O	-3.0	-7.2	8.3	·	104.0	·	-2.8	109.0	-15.8
CCOC(=O)c1cccc(Nc2ncnc3ccccc23)c1	20.0	7.3	3.6	2.7	102.0	0.9	0.7	107.0	8.7
Cc1cccc(NC(=S)NNC(=O)CCn2nc(C)c([N+](=O)[O-])c2C)c1	5.0	-12.1	-15.9	0.3	108.0	0.3	-1.8	109.0	-8.3
Cc1c(Cl)cccc1NC(=O)Cn1c(CCC(=O)O)ccc1-c1ccc(Cl)cc1	7.0	7.3	35.4	-0.4	104.0	-0.1	-10.6	103.0	-2.4
CCOc1ccccc1-n1c(SCC(=O)N2CCCc3ccccc32)nnc1-c1cccnc1	-1.0	-3.8	·	0.8	104.0	0.3	2.7	132.0*	-9.3
CC(=O)NS(=O)(=O)c1ccc(NS(=O)(=O)c2ccc(F)cc2)cc1	-4.0	-3.3	-0.6	1.6	100.0	0.1	-5.3	97.0	-1.5
Cc1ccccc1NC(=O)C1Cc2ccccc2CN1C(=O)c1ccco1 (configuration not stated)	-5.0	-4.3	10.3	0.3	94.0	0.7	-0.2	98.0	27.9
O=C(CN1CCC(c2nc3ccccc3s2)CC1)N1CCCCC1	-5.0	-4.2	14.7	0.9	95.0	-0.6	-7.9	100.0	5.8
Cn1nccc1C(=O)N1CCCC(N2CCN(c3cccc(C(F)(F)F)c3)CC2)C1 (configuration not stated)	6.0	-4.1	0.4	-0.4	106.0	0.2	-3.5	102.0	56.2
O=C1N(c2ccccc2)C[C@@H]2C[C@@H](c3cccs3)N3CCC[C@@]123	-12.0	2.8	5.4	-0.3	82.0	0.4	-3.3	79.0	36.7
CCCC1(C)NC(=O)c2ccccc2O1 (configuration not stated)	-6.0	3.1	11.0	0.0	95.0	-0.5	-2.8	98.0	47.7
CCCCC(NC(C)=O)c1nc2ccccc2[nH]1 (configuration not stated)	-2.0	-15.4	24.0	0.9	95.0	0.2	·	93.0	30.2
CCCCCN1C/C=C\C(c2ccc(OC)cc2)N(Cc2ccc(F)cc2)C(=O)C1 (configuration not stated)	4.0	·	-2.2	-0.9	107.0	-1.6	-4.0	104.0	22.1
Cc1nc(CN(C)Cc2nc(Cc3cccc(F)c3)no2)cs1	0.0	-17.1	7.6	0.3	98.0	0.0	-2.0	99.0	32.5
Cc1cccc(/C=C/C(=O)c2ccc(N3CCOCC3)cc2)c1	86.0*	-0.6	22.0	3.6	·	3.3	0.5	81.0	-11.3
COc1ccc(CN2CCNC(=O)C2CC(=O)N(C)Cc2ccccn2)cc1OC (configuration not stated)	-5.0	10.1	10.6	0.7	89.0	-0.2	2.7	92.0	34.5
COc1cc(C)c(Cl)cc1S(=O)(=O)NCCN1CCOCC1	-7.0	1.4	41.2	0.5	92.0	0.0	-2.6	91.0	16.2
O=C(CN(CC1CCCO1)C(=O)CNS(=O)(=O)c1ccc(Cl)cc1)NC1CCCC1 (configuration not stated)	-1.0	-8.5	-14.6	0.8	96.0	0.8	-10.3	99.0	13.0
COc1ccc(OC)c(CCNC(=O)CCC(=O)N2CCOc3ccc(C)cc32)c1	3.0	6.6	7.8	1.1	103.0	-1.8	·	98.0	38.6
O=C1C(Cc2ccccc2)SC(=Nc2ccccc2)N1c1ccccc1 (configuration not stated)	·	-6.2	2.9	-1.2	·	-1.6	3.5	·	-36.1
SMILES	MEKK2 mut-MEK5	GPR7 antagonist	NALP1 inh	V1aR counter	MEKK2 WT-MEK5	OXTR agonist	GalR3 antag	MEKK3 PB1 HTS	PHOSPHO1 inh
CCCSc1nc2sc3c(c2c(=O)n1-c1ccc(OC)cc1)CCN(C)C3	3.0	-20.5	15.2	·	111.0	·	-3.9	101.0	31.6
COC(=O)c1ccc(CSc2nnc(-c3ccc4c(c3)OCO4)n2-c2ccccc2)o1	4.0	1.9	12.6	0.7	109.0	-1.0	3.9	131.0*	7.4
Cc1cc(C)cc(C(=O)NN2CCOCC2)c1	-1.0	-15.5	7.3	0.6	104.0	-1.2	-0.1	105.0	-24.5
COc1ccc([N+](=O)[O-])c(OC)c1C(=O)NC(=O)Nc1c(F)cc(F)cc1F	0.0	0.7	2.0	0.7	106.0	-0.1	1.9	108.0	21.0
C#CCOC(=O)C(NC(=O)c1ccccc1)=C1CCCCC1	2.0	-2.5	-2.7	-0.5	106.0	-1.4	0.9	102.0	4.8
CC12CCC(C(=O)N3CCc4ccccc43)(CC1=O)C2(C)C (configuration not stated)	2.0	-13.8	8.8	-1.3	104.0	-2.3	-3.9	94.0	1.3
COc1ccccc1CNC(=S)NC1CCCC1	7.0	-9.3	17.7	1.1	100.0	-0.9	-0.6	93.0	-13.9
Fc1cccc(Cl)c1CNC(c1ccccc1)c1ccccc1	-1.0	-12.0	23.2	-0.2	99.0	-1.8	-2.5	97.0	15.5
Cc1nn2c(nc1=O)NNC2(C)C(C)(C)C (configuration not stated)	2.0	-5.8	-11.8	-0.3	103.0	0.1	8.8	98.0	30.4
COc1cc2c(cc1OC)CN(Cc1cc(=O)oc3c(C)c(C)ccc13)CC2	8.0	0.7	25.4	1.3	114.0	-1.4	-5.0	102.0	-8.9
Cc1ccc(S(=O)(=O)N2CCCCC2c2cccnc2)c(C)c1C (configuration not stated)	-7.0	-4.0	5.7	-0.5	96.0	0.0	0.5	95.0	31.5
CCOc1ccc(NC(=O)C2CCCN(S(=O)(=O)c3c(C)noc3C)C2)cc1 (configuration not stated)	3.0	2.9	5.4	1.0	101.0	1.6	-1.6	101.0	18.4
O=C(NCc1ccc(Cl)cc1)c1ccc(CSc2nc3ccncc3[nH]2)cc1	8.0	0.9	·	0.2	105.0	3.2	4.9	113.0	41.6
COc1ccccc1NC(=O)CN1CCN(Cc2ccccc2)CC1	-1.0	3.2	-4.2	-0.5	97.0	-0.5	1.1	95.0	31.0
COc1ccc(NC(=O)N2Cc3ccccc3CC2C(=O)NC(C)(C)C)cc1 (configuration not stated)	12.0	-2.6	7.1	-0.1	105.0	-0.9	0.5	103.0	36.0
COc1ccc(S(N)(=O)=O)cc1-c1nnc2c3ccccc3c(C)nn12	2.0	-13.2	·	-0.1	99.0	0.8	-5.7	98.0	·
O=C(Nc1ccc(Oc2ccc3ccccc3c2)cc1)c1ccco1	-1.0	-5.6	12.5	5.4	99.0	4.2	-3.8	103.0	17.1
O=C(Nc1ccc(S(=O)(=O)Nc2nccs2)cc1)C1CC(=O)N(c2ccccc2)C1 (configuration not stated)	-1.0	-0.8	11.2	1.4	101.0	-0.6	·	110.0	5.0
Cc1cc(Nc2cccc(F)c2)nc(NCc2ccccc2)n1	41.0	0.2	71.7*	10.9	142.0*	9.8	-6.9	107.0	3.1
N#C/C(=C\c1ccc(OCc2ccc(Cl)cc2)cc1)C(=O)Nc1cccc(C(=O)O)c1	-8.0	-2.2	14.6	-0.2	97.0	0.1	-6.7	96.0	34.6
O=C(COC(=O)c1cnc(Cl)c(Cl)c1)NCc1ccc2c(c1)OCO2	2.0	-9.1	-1.9	3.2	101.0	0.8	-1.9	101.0	12.2
CCCOC(=O)Nc1cccc(C(C)=O)c1	3.0	5.0	15.7	-0.5	106.0	-0.5	2.9	109.0	-5.8
CN(C)CCCn1c(=S)[nH]c2ccccc2c1=O	0.0	-7.7	10.0	2.0	106.0	-0.6	4.8	110.0	11.9
Cc1cc(C)n2nc(CC(=O)NNC(=O)COc3ccccc3)nc2n1	4.0	-8.2	0.2	-0.1	101.0	1.2	1.2	102.0	41.2
CCOc1ccc(/C=N/OCC(=O)Nc2ccc3c(c2)OCO3)cc1	-3.0	-9.0	-8.3	2.0	99.0	0.4	-7.0	104.0	-10.0

Reprinted from the part before: 3 compounds, then new ones.
SMILES	MEKK2 mut-MEK5	GPR7 antagonist	NALP1 inh	V1aR counter	MEKK2 WT-MEK5	OXTR agonist	GalR3 antag	MEKK3 PB1 HTS	PHOSPHO1 inh
CN(C)CCCn1c(=S)[nH]c2ccccc2c1=O	0.0	-7.7	10.0	2.0	106.0	-0.6	4.8	110.0	11.9
Cc1cc(C)n2nc(CC(=O)NNC(=O)COc3ccccc3)nc2n1	4.0	-8.2	0.2	-0.1	101.0	1.2	1.2	102.0	41.2
CCOc1ccc(/C=N/OCC(=O)Nc2ccc3c(c2)OCO3)cc1	-3.0	-9.0	-8.3	2.0	99.0	0.4	-7.0	104.0	-10.0
N#Cc1c(-c2ccc(Cl)cc2)c2c([nH]c1=O)-c1ccccc1OC2	-22.0	-5.6	·	0.0	92.0	-0.6	0.7	94.0	21.9
O=S(=O)(Nc1ccc(-c2cn3ccsc3n2)cc1)c1ccc2c(c1)OCCO2	-6.0	-1.6	5.3	4.9	90.0	4.2	-2.9	90.0	29.7
O=C(N/C(=C/c1ccccc1)C(=O)N1CCCCC1)c1ccco1	4.0	2.1	0.9	0.2	102.0	-0.3	-3.4	100.0	·
O=C(NNC(=O)c1ccccc1Br)c1cccs1	0.0	-2.5	6.2	-0.5	103.0	1.3	-9.4	100.0	22.5
CC(C)c1nnc(NC(=O)Cc2cccs2)s1	-1.0	2.4	11.2	-0.8	94.0	-0.4	·	97.0	21.8
CC(=O)C1=C(c2ccccc2)NC(=O)NC1c1ccccc1OCC#N (configuration not stated)	·	-13.6	-4.3	-0.1	·	0.3	-2.0	·	7.1
COc1cccc(-c2noc(CCC(=O)NC3CCCCC3)n2)c1	7.0	9.2	0.3	1.2	107.0	0.9	-5.4	106.0	-18.5
COC(=O)c1sccc1NC(=O)Nc1cccc(F)c1	0.0	-15.1	9.9	-0.5	98.0	-0.6	-8.3	102.0	22.8
Cc1nc(-c2cccc(NC(=O)c3ccco3)c2)cs1	8.0	6.1	8.4	·	105.0	·	-2.1	108.0	37.0
COC(=O)/C(=C/Nc1ccc(O)cc1)[N+](=O)[O-]	6.0	-4.4	0.8	-0.3	102.0	0.3	2.2	118.0	2.1
Cc1ccc[n+](CC(=O)c2ccc(-c3ccccc3)cc2)c1	-1.0	0.0	-11.2	-1.0	111.0	1.6	-6.0	105.0	-27.0
